NCOA1 inh = inhibitors of human steroid receptor coactivator 1 (SRC1) | 360,000 compounds, 0.12% hits | inhibition, % at 3.6 µM | AID 588354 | HEK293 GAL4-SRC1 luciferase reporter, luminescence | Q15788;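 active means inhibition above the campaign mean plus 3 SD, with each screening campaign given its own cutoff, cut at about 60% in these data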;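 further: 0% = DMSO treated cells and 100% = gossypol at 36 µM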
SRC3 inh = inhibits human SRC3 coactivator; Q9Y6Q9; HEK293 GAL4-SRC3 luciferase reporter, luminescence; inhibition, % at 3.6 µM; 360,000 compounds, 0.17% hits; AID 588352;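 active means inhibition above a per-campaign cutoff, the mean of all compounds plus 3 SD, cut at about 60% in these data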;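 further: 0% = DMSO-treated cells and 100% = gossypol-treated cells at 36 µM; higher means less SRC3-driven luciferase light from the GAL4 reporter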
Target sequence (Q9Y6Q9 whole entry, looked up, the tested form may be a part): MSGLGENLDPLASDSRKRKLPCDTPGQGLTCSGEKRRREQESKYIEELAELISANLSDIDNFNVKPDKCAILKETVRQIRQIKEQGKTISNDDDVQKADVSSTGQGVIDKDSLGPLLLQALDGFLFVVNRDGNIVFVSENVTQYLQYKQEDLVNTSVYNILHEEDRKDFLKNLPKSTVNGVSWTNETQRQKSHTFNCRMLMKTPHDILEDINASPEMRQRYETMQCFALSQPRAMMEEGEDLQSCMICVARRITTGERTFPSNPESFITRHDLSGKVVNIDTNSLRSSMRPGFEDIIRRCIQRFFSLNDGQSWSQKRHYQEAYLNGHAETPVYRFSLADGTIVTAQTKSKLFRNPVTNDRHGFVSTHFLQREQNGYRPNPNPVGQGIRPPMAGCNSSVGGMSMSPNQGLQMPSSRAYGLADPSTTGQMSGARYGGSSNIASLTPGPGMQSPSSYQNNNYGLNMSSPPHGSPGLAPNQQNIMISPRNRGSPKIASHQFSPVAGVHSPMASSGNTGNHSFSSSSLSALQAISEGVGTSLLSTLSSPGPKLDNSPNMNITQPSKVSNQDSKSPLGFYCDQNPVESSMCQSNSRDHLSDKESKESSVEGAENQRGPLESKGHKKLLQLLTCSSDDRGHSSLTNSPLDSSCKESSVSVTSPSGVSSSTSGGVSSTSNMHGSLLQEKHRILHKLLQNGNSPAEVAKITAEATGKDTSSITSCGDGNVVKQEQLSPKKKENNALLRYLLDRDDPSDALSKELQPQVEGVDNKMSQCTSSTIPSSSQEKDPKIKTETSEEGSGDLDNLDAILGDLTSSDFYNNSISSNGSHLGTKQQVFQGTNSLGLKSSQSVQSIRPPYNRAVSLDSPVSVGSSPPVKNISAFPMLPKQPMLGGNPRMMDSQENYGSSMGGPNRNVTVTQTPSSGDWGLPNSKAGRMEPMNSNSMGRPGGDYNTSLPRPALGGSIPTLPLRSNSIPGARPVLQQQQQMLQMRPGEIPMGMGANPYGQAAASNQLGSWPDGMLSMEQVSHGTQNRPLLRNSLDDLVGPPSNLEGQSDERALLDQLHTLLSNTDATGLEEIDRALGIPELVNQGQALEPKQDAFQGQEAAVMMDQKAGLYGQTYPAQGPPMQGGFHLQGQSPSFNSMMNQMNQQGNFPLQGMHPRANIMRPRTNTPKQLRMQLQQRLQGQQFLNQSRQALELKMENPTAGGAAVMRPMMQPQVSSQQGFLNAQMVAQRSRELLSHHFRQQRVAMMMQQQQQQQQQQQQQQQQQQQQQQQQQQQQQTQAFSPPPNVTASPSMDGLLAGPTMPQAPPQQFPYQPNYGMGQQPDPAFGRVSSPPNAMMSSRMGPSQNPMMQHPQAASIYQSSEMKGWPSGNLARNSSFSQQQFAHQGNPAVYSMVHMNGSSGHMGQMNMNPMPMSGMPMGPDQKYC
NOD2-RIPK2 inh = inhibitors of human NOD2-RIPK2 interaction. AID 624267. O43353. inhibition, % at 4.98 µM. 360,000 compounds, 0.38% hits. CHO BLA complementation NOD2-RIPK2, CCF4 ratio; in the data active means inhibition above about 21%;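 further: 0% = vehicle only and 100% = reference blocker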
LRH-1 inv ag = suppresses constitutive activity of human LRH-1. HEK293T StAR-luciferase reporter, LRH-1 transfected, 24 h. inhibition, % at 3.6 µM. 360,000 compounds, 0.13% hits;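 active means inhibition above the mean inhibition of all tested compounds plus 3 SD, cut at about 73% in these data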;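 further: 0% = DMSO wells and 100% = reporter-only cells lacking LRH-1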
TRAIL sens C8 = sensitizes caspase-8 expressing cells to TRAIL. inhibition (viability loss, TRAIL sensitization), % at 10 µM. 360,000 compounds, 1% hits. NB7+C8 cells + TRAIL, ATPlite viability luminescence;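 active means compounds causing at least 50% loss of cell viability in the single-dose screen, relative to plate controls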
Vif imaging = inhibitors of HIV Vif; AID 602346; 340,000 compounds, 0.35% hits; inhibition, % at 7.49 µM; HEK293T cells, Vif self-association by quenched fluorescence, imaging, 24 h; in the data active means inhibition above about 50%, passing the limit was not always enough; further: some results filed as inactive read as strong as hits
NR2F2 inh = blocks human COUP-TFII nuclear receptor. HEK293T NGFI-A luciferase reporter, luminescence. inhibition, % at 8.6 µM. 370,000 compounds, 0.7% hits;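 active means inhibition above a per-plate cutoff, mean inhibition of test wells between control levels plus 3 SD, cut at about 38% in these data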;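 further: cells cotransfected with COUP-TFII expression vector driving the NGFI-A reporter; 0% = median of COUP-TF2 test wells and 100% = reporter-only cells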
LMP1 NFkB inh = reduces LMP1-driven NF-kappaB luciferase signal. inhibition, % at 12.5 µM. 350,000 compounds, 0.69% hits. AID 504558. LMP1-induced NF-kappaB luciferase reporter cells, luminescence; in the data active means inhibition above about 41%;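 further: 0% = neutral control wells and 100% = reference inhibitor control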
TROY NFkB inh = TROY signaling inhibition; Q293 LMP1-TROYcd NF-kB luciferase reporter, 4 h; inhibition, % at 10 µM; 360,000 compounds, 0.98% hits; AID 1347056;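 active means compounds whose plate-normalised and pattern-corrected inhibition of the luciferase reporter signal at the single screening dose is 50% or more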
SRC2 inh = human SRC2 (NCOA2) inhibition; Q15596; AID 651957; inhibition, % at 9 µM; 370,000 compounds, 0.17% hits; HEK293 GAL4-SRC2 luciferase reporter, luminescence;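 active means inhibition above the mean inhibition of all tested compounds plus 3 SD, set per campaign, cut at about 52% in these data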;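 further: 0% = DMSO treated cells and 100% = cells given Gossypol at 36 µM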
TLR9-MyD88 inh = inhibitors of human TLR9-MyD88 binding; AID 504734; CHO BLA complementation TLR9-MyD88, CCF4 FRET ratio; 340,000 compounds, 0.21% hits; inhibition, % at 4.98 µM; Q9NR96+Q99836;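 active means inhibition above the mean over all tested compounds plus 3 SD, cut at about 21% in these data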;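 further: 0% = DMSO only wells and 100% = clavulanate BLA inhibitor control wells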
An asterisk follows results filed as active; x = not tested or not shown.

SMILES	NCOA1 inh	SRC3 inh	NOD2-RIPK2 inh	LRH-1 inv ag	TRAIL sens C8	Vif imaging	NR2F2 inh	LMP1 NFkB inh	TROY NFkB inh	SRC2 inh	TLR9-MyD88 inh
CCC(C)(C)NC(=O)CN(C(=O)CNS(=O)(=O)c1ccc(F)cc1)c1ccc2c(c1)OCCO2	5	-27	-5	5	-8	0	14	1	6	-1	1
O=C(NNC(=O)c1cc([N+](=O)[O-])ccc1Cl)c1cccnc1	-17	-1	-6	4	-6	-9	-13	-6	7	13	-11
O=C(Nc1ccon1)c1ccccc1F	-25	-1	7	14	-13	9	1	-4	14	-5	2
COc1ccc(CCNC(=O)C(=O)NCc2ccc(Cl)cc2)cc1OC	-20	26	0	22	-5	-4	2	-5	-8	15	11
COc1ccccc1OCC(=O)Nc1ccc(S(=O)(=O)N(C)c2ccccc2)cc1	5	11	9	0	7	-5	2	5	23	6	6
CCn1c(SCC(=O)NNC(=O)c2ccc(OC)cc2)nnc1C(C)C	5	-1	-14	-18	-22	3	-2	0	-1	-34	-6
COc1cccc(NC(=O)C(C)SCc2ccccc2)c1 (stereo not drawn)	-30	-4	-14	-22	2	5	-25	-12	-15	-32	-2
COc1ccc(C(CNC(=O)c2c(C)nn(Cc3ccc(C)cc3)c2Cl)N2CCOCC2)cc1 (stereo not drawn)	9	4	-5	12	4	7	-7	0	5	18	-8
CC1CCCC(C)N1C(=O)COc1cccc(Oc2ccccc2)c1 (stereo not drawn)	-1	4	3	-6	4	7	13	0	-38	-16	-15
COc1ccc(NC(=O)CSc2nccn2Cc2ccco2)cc1OC	-20	-33	-10	-32	-5	0	17	-19	-10	-27	-21
CC(C)Oc1ccc(CN=C(N)N=C(N)N)cc1Cl	-4	7	1	7	-2	-3	27	9	-4	20	-1
O=C(N/N=C/c1ccc(O)cc1O)C1CC1	-14	5	-3	-25	5	-5	7	x	-47	-9	x
COc1ccc(OC)c(-c2cc(C(=O)N3CCN(c4ncccn4)CC3)c3ccccc3n2)c1	15	22	2	10	4	-4	9	2	1	13	-15
CCOc1ccc(-c2nc(N)ncc2-c2ccc(Cl)cc2)c(O)c1	-15	6	6	-7	-2	-6	16	1	15	-2	-10
Cc1cc(NC(=O)c2cc(-c3ccc(C)s3)nc3ccccc23)no1	3	0	-3	15	-4	-1	5	2	-22	-11	7
Cc1oc(C(=O)O)cc1COc1ccc2c3c(c(=O)oc2c1C)CCC3	2	-9	0	-7	-11	4	8	7	-31	-17	-6
COc1ccc(C2CC(=O)Oc3cc(O)ccc32)cc1 (stereo not drawn)	-13	-10	2	24	-7	5	-5	2	6	-21	0
Cc1cc(NC(=O)CSc2nc(=O)cc(N)n2-c2ccc(Cl)cc2)no1	-31	-4	-9	-11	7	-3	-1	-3	1	-14	-9
CCc1ccc(S(=O)(=O)Nc2ccccn2)cc1	-19	-27	5	-12	-12	5	-2	3	1	10	-3
Clc1ccc2nc(C3CCN(Cc4nnnn4C4CCCCC4)CC3)[nH]c2c1	-1	10	6	-1	33	-15	-19	-12	-16	-3	-4
COC(=O)c1ccc(NC(=O)C2C3CCC(C3)C2C(=O)O)cc1 (stereo not drawn)	2	-13	-4	-9	-5	x	-9	3	0	-26	-8
CC(C)c1ccccc1NS(=O)(=O)N(C)C	-21	-1	1	-9	1	1	-4	3	12	-7	6
Cc1cccc(NC(=O)CCC(=O)NCCO)c1	3	0	-2	-24	-3	0	7	-5	-11	-24	-3
COc1cc(C(C)=O)ccc1Oc1cc(NN2CCCCC2)c([N+](=O)[O-])cc1[N+](=O)[O-]	-4	-6	-17	-30	-1	-13	-16	1	-14	-14	4
CCOc1ccc(S(=O)(=O)N2CCCC(C(=O)N3CCOCC3)C2)cc1 (stereo not drawn)	3	8	-12	3	7	-4	19	-2	10	22	-6
COc1cccc(NC(=O)C2CCN(S(C)(=O)=O)CC2)c1	-14	9	-15	-5	-20	4	-16	-3	-6	8	5
COc1ccc(OC)c(NC(=S)N2CCN(C(=O)C3CCCO3)CC2)c1 (stereo not drawn)	6	17	1	7	-17	-9	-12	10	-24	23	3
c1ccc2c(c1)NCC1CCCN21 (stereo not drawn)	6	-2	7	3	13	x	23	1	1	-19	-1
CC(=O)NCc1cn2c(C)csc2n1	-5	9	-3	18	-2	-5	-45	-1	10	6	1
Cc1cc(C)nc(NC(=O)c2c(-c3ccccc3Cl)noc2C)c1	6	7	-11	11	0	-1	25	1	15	-1	-10
O=C(Nc1ccncc1)C1CC(=O)N(Cc2ccccc2)C1 (stereo not drawn)	-4	20	-4	10	-6	-2	2	6	-1	-4	-4
Cc1cc(C)c(O)c(-c2cc(C(=O)Nc3c(C)n(C)n(-c4ccccc4)c3=O)[nH]n2)c1	-7	12	4	12	4	3	2	0	-14	14	-34
COc1cccc(CNS(=O)(=O)c2ccc3c(c2)N(C(C)=O)CCO3)c1	4	0	-4	-7	14	4	7	-7	-22	14	-12
Cc1ccc(NC(=O)c2ccc(S(=O)(=O)NCc3ccco3)cc2)cc1	11	-9	-2	-20	-6	9	-25	-9	-15	11	-6
CC(=O)N1c2ccc(S(=O)(=O)NCCC(=O)NCCc3ccc(C)cc3)cc2CC1C (stereo not drawn)	10	22	5	8	20	-6	12	6	-6	12	0
Cc1ccc(NC(=O)c2ccc3c(=O)n4c(nc3c2)CCCCC4)cc1F	2	-18	-2	-14	-9	-9	-10	3	21	-21	8
Clc1nc(Nc2ccccc2)nc(Nc2ccccc2)n1	0	2	10	21	-1	-6	3	1	-52	-37	0
Cc1ccccc1OCC(=O)NCCS(=O)(=O)N1CCN(c2ccc(F)cc2)CC1	4	-3	3	12	-17	-10	3	1	-2	-10	12
COc1ccccc1NC(=O)Cc1csc(N)n1	-2	15	-12	14	-17	-2	13	-3	-8	3	0
COCCn1c(C)c(C)c(S(=O)(=O)c2ccccc2)c1N	0	-16	1	9	-11	1	10	0	-14	4	4
Cn1nc(C#N)c(=O)[nH]c1=O	-6	1	6	-12	-3	8	-8	7	-2	-1	0
N#Cc1ccc(C(=O)N2CCN(S(=O)(=O)c3ccc(Cl)s3)CC2)cc1	-23	-5	1	6	5	-8	6	2	8	12	-2
O=S(Cc1ccc(Cl)cc1)c1ncc(CO)n1Cc1ccccc1 (stereo not drawn)	4	19	-12	19	19	-2	1	1	6	14	-1
CC(=O)c1c(C)[nH]c(=S)c(C#N)c1-c1ccc(Cl)cc1	5	22	-6	18	12	-7	-1	x	-6	-15	x
COc1ccc(C(C)(C)C)cc1NC(=O)CN(C)C1=NS(=O)(=O)c2ccccc21	-19	-8	-12	17	-3	-1	6	-11	6	-9	-1
Cc1ccc(S(=O)(=O)N2CCOCC2)cc1C(=O)OCC(=O)NC1CCCC1	7	4	9	-7	-8	2	9	1	-8	-41	-6
C=CCOC(=O)C1=C[C@@H](c2ccc(C(F)(F)F)cc2)[C@H](CCCO)[C@@H](OCC)O1	9	-1	-1	-3	21	-4	0	3	-15	7	-6
CCOc1ccccc1N=C1SC(CC(=O)Nc2ccc(OC)cc2OC)C(=O)N1CCC1=CCCCC1 (stereo not drawn)	-15	-13	-8	-12	10	-5	-1	7	7	8	-2
COc1ccc(OC)c(S(=O)(=O)N2CCN(CC(O)COc3ccccc3)CC2)c1 (stereo not drawn)	11	2	-7	1	-8	10	-3	3	2	2	-3
Cc1ccc(C(C)C)c(OCC(=O)NN2C(=O)c3ccccc3C2=O)c1	-12	3	2	-2	-15	1	-6	0	-5	-23	-6
C/C(=N\NC(=O)c1ccncc1)c1cc2ccccc2o1	0	-6	-2	-18	-9	3	-20	-4	-15	-12	5
O=C(COC(=O)CCc1c[nH]c(=O)[nH]1)Nc1ccccc1Cl	7	1	2	6	7	11	10	-6	-23	-6	-2
CCOc1ccc(NC(=O)COC(=O)C2COc3ccccc3O2)cc1 (stereo not drawn)	6	7	-17	46	0	-7	-3	-4	-14	-20	-6
O=C(Cn1c(=O)n(Cc2ccc3c(c2)OCO3)c(=O)c2ccccc21)N1CCCc2ccccc21	-2	15	-8	5	-6	-4	3	2	2	-15	-1
CCOc1c2ccc(C(=O)NCc3ccco3)cc2nn1CC	3	-22	-2	-27	-10	-11	-10	-2	2	-2	4

13 entries from above, with values under each structure:
Below each compound: NCOA1 inh | SRC3 inh | NOD2-RIPK2 inh | LRH-1 inv ag | TRAIL sens C8 | Vif imaging | NR2F2 inh | LMP1 NFkB inh | TROY NFkB inh | SRC2 inh | TLR9-MyD88 inh
COCCn1c(C)c(C)c(S(=O)(=O)c2ccccc2)c1N
 : 0 | -16 | 1 | 9 | -11 | 1 | 10 | 0 | -14 | 4 | 4
Cn1nc(C#N)c(=O)[nH]c1=O
 : -6 | 1 | 6 | -12 | -3 | 8 | -8 | 7 | -2 | -1 | 0
N#Cc1ccc(C(=O)N2CCN(S(=O)(=O)c3ccc(Cl)s3)CC2)cc1
 : -23 | -5 | 1 | 6 | 5 | -8 | 6 | 2 | 8 | 12 | -2
O=S(Cc1ccc(Cl)cc1)c1ncc(CO)n1Cc1ccccc1 (stereo not drawn)
 : 4 | 19 | -12 | 19 | 19 | -2 | 1 | 1 | 6 | 14 | -1
CC(=O)c1c(C)[nH]c(=S)c(C#N)c1-c1ccc(Cl)cc1
 : 5 | 22 | -6 | 18 | 12 | -7 | -1 | x | -6 | -15 | x
COc1ccc(C(C)(C)C)cc1NC(=O)CN(C)C1=NS(=O)(=O)c2ccccc21
 : -19 | -8 | -12 | 17 | -3 | -1 | 6 | -11 | 6 | -9 | -1
Cc1ccc(S(=O)(=O)N2CCOCC2)cc1C(=O)OCC(=O)NC1CCCC1
 : 7 | 4 | 9 | -7 | -8 | 2 | 9 | 1 | -8 | -41 | -6
C=CCOC(=O)C1=C[C@@H](c2ccc(C(F)(F)F)cc2)[C@H](CCCO)[C@@H](OCC)O1
 : 9 | -1 | -1 | -3 | 21 | -4 | 0 | 3 | -15 | 7 | -6
CCOc1ccccc1N=C1SC(CC(=O)Nc2ccc(OC)cc2OC)C(=O)N1CCC1=CCCCC1 (stereo not drawn)
 : -15 | -13 | -8 | -12 | 10 | -5 | -1 | 7 | 7 | 8 | -2
COc1ccc(OC)c(S(=O)(=O)N2CCN(CC(O)COc3ccccc3)CC2)c1 (stereo not drawn)
 : 11 | 2 | -7 | 1 | -8 | 10 | -3 | 3 | 2 | 2 | -3
Cc1ccc(C(C)C)c(OCC(=O)NN2C(=O)c3ccccc3C2=O)c1
 : -12 | 3 | 2 | -2 | -15 | 1 | -6 | 0 | -5 | -23 | -6
C/C(=N\NC(=O)c1ccncc1)c1cc2ccccc2o1
 : 0 | -6 | -2 | -18 | -9 | 3 | -20 | -4 | -15 | -12 | 5
O=C(COC(=O)CCc1c[nH]c(=O)[nH]1)Nc1ccccc1Cl
 : 7 | 1 | 2 | 6 | 7 | 11 | 10 | -6 | -23 | -6 | -2

This is a subset; rates above refer to the full screens.
